BLM helicase inh – blocks DNA unwinding by human BLM helicase; recombinant BLM DNA unwinding, fluorescence dequenching; Potency, µM (titrated, usually from 56.1 µM), for the others: at the top dose activity change, negative = inhibition, hits mostly inhibitors; 350,000 compounds, 0.2% hits; AID 2528;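 note: plate controls were vehicle for no effect and no enzyme for full effect; nearly all actives have a fitted effect of over 35% in size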
BAZ2B block – BAZ2B (human) inhibition; AlphaScreen BAZ2B-H3K14Ac peptide displacement; Potency, µM (series often up to 114 µM), for inactives: at the highest dose activity change, negative = inhibition, actives largely listed as inhibitors; 360,000 compounds, 4.4% hits; AID 504333; note: % is set by controls: 0 for no effect and ±100 for the full control effect; nearly all actives have a fitted effect of over 60% in size
Target sequence (Q9UIF8 whole entry, looked up): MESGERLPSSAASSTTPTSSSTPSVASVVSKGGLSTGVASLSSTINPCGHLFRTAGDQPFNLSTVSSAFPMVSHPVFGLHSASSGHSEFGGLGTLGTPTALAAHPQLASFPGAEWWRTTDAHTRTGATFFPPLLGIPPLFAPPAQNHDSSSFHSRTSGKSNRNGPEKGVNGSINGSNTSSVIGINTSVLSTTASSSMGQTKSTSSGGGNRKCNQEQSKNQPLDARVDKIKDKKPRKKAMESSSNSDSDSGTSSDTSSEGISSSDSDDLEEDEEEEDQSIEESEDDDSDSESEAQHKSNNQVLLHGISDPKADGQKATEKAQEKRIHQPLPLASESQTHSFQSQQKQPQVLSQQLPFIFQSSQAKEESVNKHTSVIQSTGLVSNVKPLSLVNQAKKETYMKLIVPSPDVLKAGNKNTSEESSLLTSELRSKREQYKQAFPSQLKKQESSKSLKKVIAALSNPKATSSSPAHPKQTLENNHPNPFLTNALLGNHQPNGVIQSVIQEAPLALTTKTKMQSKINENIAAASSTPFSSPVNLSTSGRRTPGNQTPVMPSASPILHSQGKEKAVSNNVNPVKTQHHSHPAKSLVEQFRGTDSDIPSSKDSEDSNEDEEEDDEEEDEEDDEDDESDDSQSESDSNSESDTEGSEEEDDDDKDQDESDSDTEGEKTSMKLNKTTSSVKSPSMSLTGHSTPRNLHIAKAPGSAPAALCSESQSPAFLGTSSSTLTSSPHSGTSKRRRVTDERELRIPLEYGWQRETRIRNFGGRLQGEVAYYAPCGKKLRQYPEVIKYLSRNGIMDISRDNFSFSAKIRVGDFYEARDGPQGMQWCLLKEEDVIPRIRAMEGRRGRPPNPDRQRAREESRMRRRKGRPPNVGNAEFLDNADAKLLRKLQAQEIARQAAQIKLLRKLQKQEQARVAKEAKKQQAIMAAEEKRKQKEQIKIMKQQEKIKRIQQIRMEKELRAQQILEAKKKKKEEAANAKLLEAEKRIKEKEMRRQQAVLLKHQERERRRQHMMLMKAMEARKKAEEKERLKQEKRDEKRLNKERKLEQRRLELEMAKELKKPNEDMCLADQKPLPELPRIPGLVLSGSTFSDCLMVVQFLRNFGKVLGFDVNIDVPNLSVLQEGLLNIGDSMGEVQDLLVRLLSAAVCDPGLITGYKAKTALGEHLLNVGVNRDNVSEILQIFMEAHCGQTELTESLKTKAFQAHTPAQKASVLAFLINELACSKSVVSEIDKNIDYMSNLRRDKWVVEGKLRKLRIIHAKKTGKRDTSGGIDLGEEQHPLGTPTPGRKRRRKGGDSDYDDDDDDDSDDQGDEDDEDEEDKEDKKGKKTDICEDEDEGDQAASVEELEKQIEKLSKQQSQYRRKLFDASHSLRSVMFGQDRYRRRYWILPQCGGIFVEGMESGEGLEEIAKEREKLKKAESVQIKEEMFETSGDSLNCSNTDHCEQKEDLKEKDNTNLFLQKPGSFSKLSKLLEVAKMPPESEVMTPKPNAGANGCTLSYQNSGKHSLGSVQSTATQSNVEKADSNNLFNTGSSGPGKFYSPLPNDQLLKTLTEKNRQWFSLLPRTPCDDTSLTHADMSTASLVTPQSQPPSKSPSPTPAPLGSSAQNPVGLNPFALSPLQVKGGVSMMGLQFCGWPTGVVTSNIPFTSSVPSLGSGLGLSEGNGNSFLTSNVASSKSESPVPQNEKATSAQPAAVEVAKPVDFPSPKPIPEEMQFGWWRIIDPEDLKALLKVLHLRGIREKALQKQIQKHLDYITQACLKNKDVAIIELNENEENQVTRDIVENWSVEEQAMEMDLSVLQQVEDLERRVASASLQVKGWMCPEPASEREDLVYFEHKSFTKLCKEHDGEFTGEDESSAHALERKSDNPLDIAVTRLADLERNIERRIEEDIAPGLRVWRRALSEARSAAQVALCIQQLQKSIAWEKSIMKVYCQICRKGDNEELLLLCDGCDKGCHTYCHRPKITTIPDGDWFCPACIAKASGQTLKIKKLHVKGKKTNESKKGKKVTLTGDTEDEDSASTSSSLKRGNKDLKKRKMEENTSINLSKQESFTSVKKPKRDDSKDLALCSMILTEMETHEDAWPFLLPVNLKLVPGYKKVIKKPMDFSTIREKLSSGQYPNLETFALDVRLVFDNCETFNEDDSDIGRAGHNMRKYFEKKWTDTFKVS
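AlphaScreen luminescence quantifies BAZ2B engagement of H3K14Ac peptide; the protein and biotinylated peptide are both at 50 nM final, buffer PBS pH 7.4 with 0.01% Tween-20, all steps at room temperature.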
POLB inh – DNA polymerase beta (human) inhibition. 340,000 compounds, 1.3% hits. Pol beta primer extension/strand displacement, fluorescence kinetic. P06746. AID 485314. Potency, µM (doses to about 114 µM), for the others: at the top dose activity change, negative = inhibition, hits mostly inhibitors; note: % is set by controls: 0 for no effect and ±100 for the full control effect
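Curves were derived by four-parameter Hill fits of normalized qHTS data. The kinetic fluorescent primer-extension read was taken at 0 and 10 min after 50 nM substrate, following a 15 min room-temperature preincubation of 10 nM enzyme with compounds.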
Pol eta inh – inhibitors of human DNA polymerase eta; 390,000 compounds, 1.2% hits; Potency, µM (highest dose often 114 µM), for inactives: at the highest dose activity change, negative = inhibition, most hits filed as inhibitors; Q9Y253; recombinant Pol eta, fluorescent DNA replication assay; AID 588591; note: % is set by controls: 0 for no effect and ±100 for the full control effect
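Fluorescent replication assay: 50 nM final substrate added after a 15 min room-temperature compound preincubation with 10 nM enzyme. Signal taken at 0 min and again at 10 min.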
Pol kappa inh – DNA polymerase kappa (human) inhibition. Q9UBT6. purified Pol kappa, fluorescent DNA synthesis assay, 10 min. 400,000 compounds, 0.53% hits. Potency, µM (titrated, usually from 107 µM), for inactives: at the top dose activity, negative = inhibition, hits mostly inhibitors. AID 588579; note: % is set by controls: 0 for no effect and ±100 for the full control effect
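Kinetic fluorescence screen: compound preincubated 15 min RT with 10 nM enzyme; 50 nM substrate (final) initiates; reads at 0/10 min.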
APE1 inh – inhibitors of human APE1 endonuclease | 350,000 compounds, 0.35% hits | recombinant APE1, TAMRA/BHQ-2 abasic DNA cleavage fluorescence | P27695 | AID 2517 | Potency, µM (top dose mostly 65.8 µM), inactives show at the top dose activity change, negative = inhibition, usual class: inhibitors;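 note: plate controls were vehicle for no effect and reference inhibitor for full effect; nearly all actives have a fitted effect of over 55% in size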
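Quantitative HTS: incision of a TAMRA/BHQ-2 double-stranded substrate bearing a tetrahydrofuran abasic site by 0.75 nM APE1 raises fluorescence. Substrate 50 nM final, added after 15 min compound preincubation at room temperature; progress as third-minus-first kinetic read difference.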
JMJD2A Tudor – JMJD2A Tudor domain (human) inhibition | 390,000 compounds, 4.4% hits | AID 504339 | O75164 | AlphaScreen JMJD2A-Tudor / H3K4me3 peptide binding | Potency, µM (series often up to 114 µM), inactives show at the top dose activity change, negative = inhibition, hits mostly inhibitors; note: % is set by controls: 0 for no effect and ±100 for the full control effect; nearly all actives have a fitted effect of over 50% in size
G9a block – blocks human histone lysine methyltransferase G9a. Q96KQ7. G9a H3K9 monomethylation, AlphaScreen, 2 h. Potency, µM (titrated, usually from 102 µM), without a hit: at the highest dose activity, negative = inhibition, most hits filed as inhibitors. 350,000 compounds, 8.8% hits; note: % is set by controls: 0 for no effect and ±100 for the full control effect; nearly all actives have a fitted effect of over 75% in size
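G9a (20 nM) was preincubated 15 min with compound, then reacted 2 h at room temperature with 500 nM biotin-H3K9 peptide and 20 µM SAM. Monomethyl-H3K9 detected by AlphaScreen using anti-H3K9me1 antibody.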
Pol iota inh – inhibitors of human DNA polymerase iota; Q9UNA4; Pol iota fluorescent replication assay, 10 min; Potency, µM (series often up to 115 µM), for the others: top-dose activity, negative = inhibition, actives largely listed as inhibitors; 390,000 compounds, 1% hits; AID 588590
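Fluorescent replication assay read twice, at 0 min and 10 min after adding 50 nM (final) substrate. Enzyme (10 nM) and compounds were first incubated 15 min at room temperature; enzyme-free buffer wells were negative controls.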
* marks the source's active call; other numbers are inactive results; ? = inconclusive; / = not tested or not shown; [ ] = another dose, or the depositor's remark. Calls come from the whole dose curve; as a rule, active = well fitted curve in the direction sought with a large enough effect; inconclusive = small, poorly fitted or top-dose-only effect, or another doubt; inactive = no such curve, though single readings can be large; an effect the other way counts as inactive or inconclusive. Potency is the fitted concentration of half-maximal effect. The list is partial; rates above refer to the full screens.

SMILES | BLM helicase inh | BAZ2B block | POLB inh | Pol eta inh | Pol kappa inh | APE1 inh | JMJD2A Tudor | G9a block | Pol iota inh
Cc1ccc2ncc(C(=O)c3ccc(C)c(C)c3)c(S(=O)(=O)c3ccc(F)cc3)c2c1 | -7.8% | -26.9% | -9.3% | -13.5% | 7.2% | / | -18.2% | -11.8%[59 µM] | 32.9%
COc1ccc(S(=O)(=O)NCC(c2cccnc2)N2CCN(c3ccccc3OC)CC2)cc1C (stereo not given) | -3.8% | -5.2% | 30.1% | -3.1% | -6.3% | 17.9% | ? | / | 2.4%
N#CC1=C(N)C2=CCCC[C@H]2[C@H](c2ccc(Br)cc2)C1(C#N)C#N | -29.0% | -33.8% | 1.3% | -18.0% | -6.7% | 5.9% | -26.4% | ? | ?
Cn1cccc1C(=O)OCC(=O)N1CC(=O)Nc2ccccc21 | -2.5% | -8.0% | -0.7% | 2.8% | -19.6% | 19.2% | -6.6%[11.4 µM] | 17.3% | -7.8%
COc1ccccc1CNC(=O)c1ccc(CSc2nc3ccncc3n2Cc2cccc(F)c2)cc1 | -2.7% | -12.2% | 3.2% | -20.5% | 6.9% | / | -14.9% | ? | 33.9%[activator]
COc1ccc(Nc2c3c(c(C#N)c4nc5ccccc5n24)CCC3)cc1 | 2.3% | -31.5%[57.1 µM] | 0.9% | 1.0% | -2.4% | -0.1% | -17.4% | 6.0% | ?
COc1cccc(/C=N/NC(=O)c2ccc([N+](=O)[O-])cc2Cl)c1O | -1.5% | ? | 31.6% | -2.5% | -4.5% | -3.1% | -33.6% | ? | 6.0%
O=C(NNC(=O)C1CC(c2cccs2)=NO1)NC1CCCCC1 (stereo not given) | -5.6% | -26.1% | -5.1% | -13.9% | -1.9% | 20.0% | 6.7% | 2.4%[59 µM] | 110.2%[activator]
Cc1ncc(CO)c(/C=N/Nc2ccc(C(F)(F)F)cn2)c1O | -1.0% | 20µM* | 0.9% | -25.2% | -2.5% | 36.0% | ? | -3.1% | -11.7%
Cc1ccc2nc3c(c(Nc4ccc5c(c4)OCCO5)c2c1)CCC3 | -2.4% | -39.0% | -6.1% | -15.1% | -11.2% | 5.6% | ? | ? | 6.8%
Cc1c(C)n(Cc2ccccc2)c2ccc(C(=O)N3CCN(c4ccccc4F)CC3)cc12 | -7.2% | ? | 4.4% | -4.3% | -15.9% | / | ? | ? | -5.3%
COc1cccc(C2CC(=O)NC3=C2C(=O)CCC3)c1 (stereo not given) | -2.5% | -27.1% | 2.0% | -10.9% | -1.8% | -11.5% | 1.7% | -0.4% | 12.1%
CC1=NN(C(=O)COc2cc(C)ccc2C(C)C)C(O)(c2ccccc2)C1 (stereo not given) | -8.4% | -8.3% | 18.4% | -28.5% | 2.1% | 5.4% | -7.9% | 33.7%[activator] | 25.2%
NS(=O)(=O)c1ccc(CCNC(=O)COc2ccc3c4c(c(=O)oc3c2)CCC4)cc1 | -10.2% | -12.1% | -11.3% | -1.0% | -8.2% | 55.8%[activator] | -4.2% | 2.1% | -7.4%
CCS(=O)(=O)Nc1ccc(-c2nnc(SCC(=O)OC)o2)cc1 | 2.2% | -0.3% | 0.2% | -9.9% | -0.8% | 3.1% | 3.1% | 11.5% | 5.0%
O=C(CCC1N=C2c3ccccc3N=C(SCC(=O)Nc3ccc(F)cc3)N2C1=O)NCc1ccco1 (stereo not given) | 0.1% | 2.9% | 12.8% | -17.6% | 3.3%[60.1 µM] | / | -19.7% | 4.1%[59 µM] | 13.1%
O=C1C2=C(SCCS2)C(=O)N1c1ccccc1 | 1.9% | 1.3% | -6.2% | -4.4% | -14.2% | -5.8% | -12.7% | 22.4% | 7.1%
CC(C)(C)c1nnc(NS(=O)(=O)c2cc(Cl)ccc2Cl)s1 | -6.0% | ? | 1.7% | -2.2% | -10.9% | 24.8% | -9.0% | 11.0% | 0.4%
CSc1ccccc1NC(=O)N1CCCC(C(=O)c2ccc3c(c2)OCO3)C1 (stereo not given) | -4.9% | 0.5% | 14.3% | -19.2% | 0.0% | 3.4% | -15.9% | / | 84.4%[activator]
COc1ccc(CCN2C(=O)CC(NC34CC5CC(CC(C5)C3)C4)C2=O)cc1OC (stereo not given) | -0.7% | -16.7% | 8.4% | -14.6% | -3.9% | 0.5% | -19.6% | ? | 89.5%[activator]
Nc1cc(OC(=O)c2ccco2)nn1S(=O)(=O)c1ccc(F)cc1 | -1.9% | 9.4% | 7.5% | -1.0% | -17.6% | 6.2% | -30.0% | ? | -4.0%
COc1ccccc1Oc1cc(-n2nc(C)cc2C)ncn1 | 5.2% | -0.3% | 34.3% | -13.9% | -4.1% | -10.0% | -0.7% | 35.5%[activator] | 26.1%
CCc1ccc(NCc2cc3ccc(OC)cc3n(CC(=O)Nc3ccc(F)cc3F)c2=O)cc1 | -3.3% | -26.0% | -28.5% | -13.6% | 0.2% | / | 0.7% | ? | -6.3%
Cc1ccc(S(=O)(=O)N(C)CC(=O)N2CCCCCCC2)cc1 | / | -4.3% | / | -20.1% | -0.3% | 8.5% | -7.5% | -2.9%[0.501 µM] | 33.3%[activator]
CCOC(=O)c1ccc(NC(=S)N2CCN(c3ccc(N4CCOCC4)nn3)CC2)cc1 | -0.9% | / | 55.5% | -11.5% | 1.2% | 14.6% | 0.7% | 7.0% | -9.0%
CC(=O)Oc1ccc(/C=C(\NC(=O)c2ccco2)C(=O)NCc2ccccc2)cc1 | -5.3% | -11.6% | 3.0% | 5.9% | 1.0% | 16.7% | -7.0% | 20.0% | 12.1%
Cc1ccc([N+](=O)[O-])cc1S(=O)(=O)Nc1ccc(O)c(Sc2ncn[nH]2)c1 | -1.2% | -3.5% | 9.5% | 2.9% | -29.4% | 9.6% | -19.2% | / | 3.1%
O=c1c(N=Nc2ccc(O)cc2)c(-c2ccccc2)[nH]n1-c1ccc([N+](=O)[O-])cc1 | 6.2% | -28.7% | 4.8% | -23.6% | -10.1% | 3.9% | ? | 7.08µM* | 121.2%[activator]
Cc1ccc(-c2nnc(Nc3ccccc3)c3ccccc23)cc1S(=O)(=O)N1CCN(C)CC1 | -11.4% | -1.5% | 2.1% | -19.4% | -15.6% | / | -16.3% | ? | 7.3%
CCOC(=O)C1=C(Nc2ccccc2)CC(C)(O)C(C(=O)OCC)C1c1ccccc1 (stereo not given) | -1.8% | -7.1% | 33.2% | -18.5% | -5.8% | 16.1% | -9.9% | -3.6%[59 µM] | 2.2%
Cc1cc(C(=O)NNC(=O)[C@H](C)NC(=O)c2ccc(Br)cc2)c(C)o1 | / | / | / | 5.5% | -15.8% | 28.4% | -6.8% | / | -3.3%
O=C(NC(=O)c1c(F)cccc1F)Nc1cccc(Oc2ncc(Cl)cn2)c1 | / | / | / | -3.7% | -2.5% | / | -2.8% | / | 0.2%
O=C(/C=C/c1cccs1)c1cc(Br)ccc1OC(=O)N1CCOCC1 | -6.7% | ? | -1.0% | -4.8% | -13.1% | -6.3% | -28.8% | ? | -4.4%
O=C(O)C1CCC(CN(Cc2cccc(Br)c2)C(=S)Nc2ccccc2F)CC1 (stereo not given) | 2.6% | 1.4% | 1.1% | -16.9% | -3.8% | 11.9% | -11.3% | -50.5% | -0.9%
OCCC1CN(Cc2nc3ccc(F)cc3[nH]2)CCN1C1CCCC1 (stereo not given) | 0.3% | -8.8% | -22.7% | -2.7% | 6.5% | -4.3% | -4.7% | 12.5% | 29.0%
COc1ccc(CNC(=O)C(c2ccco2)N(Cc2cccs2)C(=O)Cc2cccs2)cc1 (stereo not given) | -12.7% | -3.8% | 6.5% | -16.3% | -11.3% | 5.5% | -18.8% | -41.1%[12.7 µM] | 1.7%
COc1ccc(-c2cn3nc(SCC(=O)NC4CCCCC4)ccc3n2)cc1 | -2.0% | 0.7% | 52.3% | 8.7% | 2.3% | 11.8% | -3.7% | 23.2%[59 µM] | 20.8%
O=C(c1ccc(CN2CCc3ccccc3C2)cc1)N1CCN(c2ccccc2)CC1 | 3.3% | ? | 18.8% | -13.3% | -3.7% | 23.6% | -10.7% | ? | -0.2%
COc1cccc(NC(=O)CC2S/C(=N\S(=O)(=O)c3ccccc3)N(c3ccccc3)C2=O)c1 (stereo not given) | -5.2% | 2.2% | 11.2% | ? | -7.7% | 10.9% | -9.9%[57.1 µM] | -6.2%[59 µM] | -9.3%
OCc1nc2ccccc2n1CCCOc1ccccc1 | 1.0% | 7.7% | -1.2% | -8.2% | -3.8% | -1.0% | -7.7% | -5.1%[59 µM] | 12.1%

Single entries from the list:
Pol eta inh result of `CCOC(=O)C1=C(Nc2ccccc2)CC(C)(O)C(C(=O)OCC)C1c1ccccc1` (stereo not given) stands at -18.5%
Pol kappa inh result of `COc1ccccc1Oc1cc(-n2nc(C)cc2C)ncn1` stands at -4.1%

(continued)
SMILES | BLM helicase inh | BAZ2B block | POLB inh | Pol eta inh | Pol kappa inh | APE1 inh | JMJD2A Tudor | G9a block | Pol iota inh
O=C(NNC(=O)C1COc2ccccc2O1)c1ccccc1 (stereo not given) | -3.4% | -21.3% | 8.1% | -11.4% | 0.3% | -2.9% | -1.9% | / | 20.9%
Cc1ccc(S(=O)(=O)N2CCc3cc(C(=O)Nc4ccc(Cl)cc4C)ccc32)cc1 | -0.2% | -14.2% | 0.5% | -19.3% | -29.9% | / | -12.9% | 3.6%[59 µM] | ?
C=CCN1C(=O)C2C(C(=O)NC)C3(C)C=CC2(O3)C1C(=O)NCc1ccc(OC)cc1 (stereo not given) | -1.0% | 1.1% | -1.2% | -11.0% | 3.8% | -1.1% | -0.6% | -1.5%[12.7 µM] | 7.8%
CCn1c(SCC(=O)Nc2cc(C)nn2-c2ccccc2)nnc1-c1cccs1 | -0.7% | -0.7% | ? | -21.4% | -8.7% | -5.1% | -3.5% | 13.9%[59 µM] | 169.4%[activator]

2 neighbouring entries from above, for reference:
SMILES | BLM helicase inh | BAZ2B block | POLB inh | Pol eta inh | Pol kappa inh | APE1 inh | JMJD2A Tudor | G9a block | Pol iota inh
C=CCN1C(=O)C2C(C(=O)NC)C3(C)C=CC2(O3)C1C(=O)NCc1ccc(OC)cc1 (stereo not given) | -1.0% | 1.1% | -1.2% | -11.0% | 3.8% | -1.1% | -0.6% | -1.5%[12.7 µM] | 7.8%
CCn1c(SCC(=O)Nc2cc(C)nn2-c2ccccc2)nnc1-c1cccs1 | -0.7% | -0.7% | ? | -21.4% | -8.7% | -5.1% | -3.5% | 13.9%[59 µM] | 169.4%[activator]

Assay outcomes (PubChem)
